From PubChem
NCI-60 one-dose screen, 48 h, at 10 µM unless noted. Numbers give growth in % (100 = growth as untreated, 0 = no growth, -100 = all killed).
M14 = M14 melanoma; 80,000 tested, 6.2% active; AID 1794745
A549/ATCC = A549/ATCC NSCLC. 81,000 tested, 3.7% active
SK-MEL-2 = SK-MEL-2 melanoma. 77,000 tested, 4.7% active. AID 1794763
SK-MEL-28 = SK-MEL-28 melanoma; 81,000 tested, 4.1% active
UACC-62 = UACC-62 melanoma; 81,000 tested, 5.4% active; AID 1794756
SK-MEL-5 = SK-MEL-5 melanoma. 80,000 tested, 6.4% active. AID 1794755
UACC-257 = UACC-257 melanoma. 78,000 tested, 4.4% active. AID 1794764
MDA-MB-435 = MDA-MB-435 melanoma | 82,000 tested, 7.8% active
Active calls of the source: *; . = no result given; & = joins results of further samples. Rule for the calls: active = growth percent below 10; inactive = the rest. Outcome played no part in choosing rows (roughly 11% active in at least one column).

entry	structure	M14	A549/ATCC	SK-MEL-2	SK-MEL-28	UACC-62	SK-MEL-5	UACC-257	MDA-MB-435
1	COC(=O)c1ncoc1C(NC(=O)c1ccccc1)=C(Cl)Cl	101	93	107	103	93	102	92	108
2	CCCCCc1ccc(S(=O)(=O)Nc2cccc(-c3csc(NC(=O)CN4CCN(C)CC4)n3)c2)cc1	.	80	100	89	92	51	93	45
3	CC(=O)Nc1nc(O)c(/C=N/c2ccccn2)s1	105	125	112	115	122	101	106	121
4	CCOC(=O)c1cccnc1Nc1ccc(NC(=O)CC(C)C)cc1	104	103	111	100	89	97	108	100
5	O=c1oc(-c2ccc(Cl)cc2[N+](=O)[O-])nc2ccccc12	102	99	101	107	101	102	95	108
6	CC1CCC(C(O)(C(=O)c2ccccc2)c2ccccc2)C(=O)C1 (stereo not given)	97	105	118	103	92	80	92	102
7	COc1ccc(-c2cc(-c3cc4ccccc4oc3=O)n(-c3ccccc3)n2)cc1	89	.	.	106	80	94	.	100
8	Fc1ccc(-c2nc(-c3nc4ccc(Cl)cc4[nH]3)cc3c2[nH]c2ccccc23)cc1	39	24	54	74	55	61	30	52
9	c1ccc2cc(Cn3cc[n+](Cc4ccc5ccccc5c4)c3)ccc2c1	16	68	-12*	20	10	-46*	-9.5*	7.7*
10	C1CCC23CCCCC2(C1)O3 (stereo not given)	99	96	111	105	108	107	100	95
11	CCOC(=O)c1sc2nc(-c3ccc(Cl)cc3)nc(N3CCOCC3)c2c1C	103	88	95	101	73	92	96	96
12	O=[N+]([O-])c1cccc(-c2cc(CCCCO)on2)c1	111	103	119	108	79	106	113	107
13	C=CCNC(=S)Nc1cccc([N+](=O)[O-])c1	97	102	102	103	96	98	91	102
14	Cc1c(C(N)=O)sc2c1c(=O)n(Cc1ccccc1)c1nnc(-c3ccccc3Cl)n21	106	96	124	112	90	83	108	119
15	O=C1NN(C(=O)c2ccc(Cl)cc2)C(c2ccccc2)=N/C1=C\c1ccc(F)cc1	86	88	.	107	74	88	102	91
16	COc1ccccc1/C(C)=N/n1c(N)nc(SC)c(C#N)c1=O	104	94	114	117	100	101	112	111
17	COc1ccc2c(c1)c(-c1csc(-c3ccc4ccccc4c3)n1)cn2S(=O)(=O)c1ccccc1	96	85	115	114	94	109	.	100
18	Cc1ccc(OCc2cn(CC(=O)Nc3nc4ccccc4s3)nn2)cc1	96	105	105	102	97	98	105	101
19	CCOC(=O)CSc1nc(-c2cc3ccccc3o2)cc(-c2ccc(Cl)cc2)c1C#N	111	120	83	97	106	113	131	106
20	Cc1[nH]c(=O)[nH]c(=O)c1Br	107	98	148	114	97	112	88	102
21	CN[C@@H]1[C@@H](O[C@H]2O[C@H](CO)[C@@H](N)[C@H](O)[C@H]2O)O[C@H]2C[C@@H](N)[C@H](O[C@H]3[C@H](O)[C@@H](O)[C@H](N)C[C@@H]3N)O[C@@H]2[C@@H]1O	110	100	121	112	109	116	102	102
22	O=c1[nH]c2ccc(Br)cc2c(O)c1C(c1ccc(Cl)cc1)c1c(O)c2cc(Br)ccc2[nH]c1=O	95	80	75	95	69	84	84	86
23	Cc1ccc(Sc2ccc3[nH]c(=O)nc(N)c3c2)cc1	112	93	103	108	104	99	97	110
24	CCc1nnc(NC(=O)c2cc(-c3cc(Cl)ccc3Cl)oc2C)s1	95	63	105	89	79	89	93	87
25	CCCCCn1c(=N)n(CC(O)COc2cccc(C)c2)c2ccccc21 (stereo not given)	16	7.6*	-34*	31	26	-73*	-20*	6.9*
26	Cc1cc(C)nc(NS(=O)(=O)c2ccc(Nc3nc(-c4cccc([N+](=O)[O-])c4)cs3)cc2)n1	110	79	96	109	96	95	94	104
27	COc1cc2c(cc1OC)C(c1cc(OC)c(OC)c(OC)c1)C1(O)C(=O)OCC1(O)C2 (stereo not given)	98&108	100&89	94	102&114	97&104	107&109	103&120	118&111
28	CC1(COc2ccc3ncc(C#Cc4cncc(C(=O)NCCn5ccnc5)c4)n3n2)COC1	111	97	94	100	101	98	109	100
29	CCOC(=O)[C@H](N)CCC(=O)N[C@H](CSc1ccc([N+](=O)[O-])cc1[N+](=O)[O-])C(=O)NCC(=O)Oc1ccccc1C1CC(=O)c2ccccc2O1 (stereo not given in full)	109	108	125	109	92	92	107	107
30	O=C1Nc2ccccc2/C1=C\c1c[nH]c2ccc(F)cc12	97	79	76	98	76	79	104	104
31	Cc1ccc(/C=N\N=C\c2ccc(C)cc2)cc1	110	102	116	108	96	118	115	100
32	Nc1ccn(C2O[C@H](CO)[C@@H](O)[C@H]2O)c(=O)n1 (stereo not given in full)	107	47	110	76	96	90	90	89
33	C#CCOc1cc(N(CC)CC)ccc1C(C(=O)NC(C)(C)C)N(C(=O)C1CCc2cc(F)ccc2O1)c1cc(Cl)cc(Cl)c1 (stereo not given)	56	61	26	73	42	56	60	64
34	O=c1[nH][nH]c(=O)c2nc(Nc3ccccc3)ncc12	107	.	100	115	104	112	118	105
35	CC(C)(C)n1cc(-c2ccnc(NCCCNS(=O)(=O)c3cccc4ccccc34)n2)c(-c2ccc(Cl)c(O)c2)n1	92	76	96	86	96	95	102	96
36	N[C@H](Cc1cc(I)c(Oc2ccc(O)c(I)c2)c(I)c1)C(=O)O	105	102	117	110	104	95	104	105
37	CCC(C)[C@H](NC(=O)OC(C)(C)C)C(=O)Nc1cccc(-c2cc(=O)c3c(OC)c(OC)c(OC)cc3o2)c1 (stereo not given in full)	121	81	108	108	70	71	115	105
38	COc1cc(CNC(=O)/C=C/c2ccc3c(c2)OCO3)ccc1OCc1cn(-c2cccc(C(F)(F)F)c2)nn1	4.8*	-3.4*	54	5.8*	-29*	33	18	40
39	Cc1cc(O)c(C(C)C)cc1Cl	101	.	117	105	103	103	.	99
40	COc1ccc(/C=N/NC(=O)c2cnn(CC(O)c3ccccc3)c2N)cc1OCc1ccccc1 (stereo not given)	71	68	84	88	48	43	96	89

Given as labelled records: part of the list above
32: Nc1ccn(C2O[C@H](CO)[C@@H](O)[C@H]2O)c(=O)n1 (stereo not given in full)
  M14: 107
  A549/ATCC: 47
  SK-MEL-2: 110
  SK-MEL-28: 76
  UACC-62: 96
  SK-MEL-5: 90
  UACC-257: 90
  MDA-MB-435: 89
21: CN[C@@H]1[C@@H](O[C@H]2O[C@H](CO)[C@@H](N)[C@H](O)[C@H]2O)O[C@H]2C[C@@H](N)[C@H](O[C@H]3[C@H](O)[C@@H](O)[C@H](N)C[C@@H]3N)O[C@@H]2[C@@H]1O
  M14: 110
  A549/ATCC: 100
  SK-MEL-2: 121
  SK-MEL-28: 112
  UACC-62: 109
  SK-MEL-5: 116
  UACC-257: 102
  MDA-MB-435: 102
27: COc1cc2c(cc1OC)C(c1cc(OC)c(OC)c(OC)c1)C1(O)C(=O)OCC1(O)C2 (stereo not given)
  M14: 98&108
  A549/ATCC: 100&89
  SK-MEL-2: 94
  SK-MEL-28: 102&114
  UACC-62: 97&104
  SK-MEL-5: 107&109
  UACC-257: 103&120
  MDA-MB-435: 118&111
29: CCOC(=O)[C@H](N)CCC(=O)N[C@H](CSc1ccc([N+](=O)[O-])cc1[N+](=O)[O-])C(=O)NCC(=O)Oc1ccccc1C1CC(=O)c2ccccc2O1 (stereo not given in full)
  M14: 109
  A549/ATCC: 108
  SK-MEL-2: 125
  SK-MEL-28: 109
  UACC-62: 92
  SK-MEL-5: 92
  UACC-257: 107
  MDA-MB-435: 107

Continued:
entry	structure	M14	A549/ATCC	SK-MEL-2	SK-MEL-28	UACC-62	SK-MEL-5	UACC-257	MDA-MB-435
41	Cc1ccccc1NC(=O)c1sc2nc3c(cc2c1N)CCCC3	27	34	26	75	28	20	41	-18*
42	CC([C@H]1CC=C2C3CCC4=C[C@@H](N(C)C)CC[C@]4(C)C3CC[C@@]21C)N(C)C (stereo not given in full)	-57*	72	91	-34*	-58*	24	18	-68*
43	CC(c1ccc(Cl)cc1)(c1c[nH]c2ccccc12)c1c[nH]c2ccccc12	48	57	76	65	57	79	99	74
44	COC(=O)[C@]12CC[C@@H](C)[C@H](C)[C@@H]1C1=CC[C@@H]3[C@@]4(C)C[C@@H](O)OC[C@](C)(C=O)C4C(=O)C[C@@]3(C)[C@]1(C)CC2 (stereo not given in full)	6.1*	7.4*	-22*	.	.	-91*	.	2.1*
45	O=c1cc(/C=N\Nc2ccccc2)[nH]c(=O)[nH]1	102	106	97	121	99	111	117	107
46	N#Cc1c(-c2cccs2)cc(-c2ccccn2)[nH]c1=O	99	102	111	105	91	100	104	99
47	O=C(Nc1nc(-c2ccccc2)cc(-c2ccc(Cl)cc2)n1)c1ccncc1	104	90	99	115	87	102	104	97
48	COc1ccc2c(c1)OCC(O)(c1ccccc1)C2=O (stereo not given)	90	99	95	107	97	112	110	114
49	NC(CCC(=O)O)C(=O)NNc1n[nH]c(=S)n1N (stereo not given)	97	114	108	100	97	95	105	104
50	Nc1nnc(-c2cc(=O)oc3c2ccc2ccccc23)s1	103	103	110	105	89	100	112	93
51	Clc1ccc2[nH]cc(-c3nn4cc(-c5cccnc5)nc4s3)c2c1	99	99	101	101	90	96	109	101
52	CN1CCN(c2ccc(Nc3nc(NCCNC(=O)c4ccc(Cl)cc4)c4sccc4n3)cc2)CC1	106	102	106	110	101	102	112	102
53	Fc1ccccc1C1CC(c2ccccc2Cl)=NN1c1ccc(-c2ccccc2)nn1 (stereo not given)	91	97	103	102	75	90	100	101
54	CCOC(=O)c1sc2nc[nH]c(=O)c2c1C	103	92	105	105	97	98	107	103
55	O=S(=O)(Nc1ccc(C2=NCCN2)cc1)c1cccc(S(=O)(=O)Nc2ccc(C3=NCCN3)cc2)c1	103	92	98	116	106	106	101	112
56	FC(F)(F)c1ccc2c(c1)Nc1ccccc1S2	106	90	103	98	85	97	101	100
57	CC(=O)[C@H]1CC[C@H]2[C@@H]3CCC4CC(=O)CC[C@]4(C)[C@H]3C(C)(O)C[C@]12C (stereo not given in full)	101	96	106	110	93	97	105	110
58	CN(C)CC1CCCC(CN(C)C)C1O (stereo not given)	107	108	99	114	103	109	115	113
59	C/C(=N\Nc1nc(C)cs1)c1cc2ccccc2o1	95	88	104	110	86	92	102	105
60	COc1cc(CNC(=O)CCCC/C=C/C(C)C)ccc1OCc1cn(-c2ccc(C)c(C)c2)nn1	93	86	108	104	76	82	89	94
61	CC(C)CSc1nc(NNC(N)=S)c(C#N)c(-c2ccc(F)cc2)n1	121	107	104	111	81	94	125	104
62	Cc1cc(C)c2c(c1)N(C)c1ncnc(-n3c(C)nc4cc(C)ccc43)c1CC2C (stereo not given)	25	26	47	59	32	14	26	2.5*
63	O=C(Cn1c(/C=C/c2ccc3c(c2)OCO3)nc2ccccc2c1=O)Nc1ccccc1	74	106	100	100	73	.	110	96
64	O=C(C[n+]1ccccc1Cl)c1ccc(Br)cc1	102	100	92	99	96	97	111	103
65	O=C(CSc1nc2sc3c(c2c(=O)n1-c1ccc(Cl)cc1)CCCC3)Nc1nc(-c2ccc(Br)cc2)cs1	96	97	103	99	81	95	105	100
66	C/C(=N\NC(=O)CC#N)c1cccs1	109	92	97	110	93	87	.	114
67	CCN(CC)S(=O)(=O)c1ccc(S(=O)(=O)N2CCC[C@@H](C(=O)N3CCN(c4nc(C(C)C)no4)CC3)C2)cc1	79	67	95	91	60	17	45	56
68	C/C(=N\Nc1nc2ccccc2s1)c1ccncn1	35	51	63	.	42	31	56	46
69	CN(C)c1ccc(/C=C/C(=O)c2ccc(NC(=O)CN3C(=O)NC(C)(c4ccccc4)C3=O)cc2)cc1 (stereo not given)	51	56	77	71	47	23	63	34
70	c1ccc(N2CCN(c3nc(-c4ccncc4)nc4sc5c(c34)CCCCCC5)CC2)cc1	108	101	.	115	94	.	.	97
71	COc1c(B(O)O)cccc1-c1nc2ccc3[nH]ncc3c2c2c1C1CCC2C1 (stereo not given)	84	27	81	104	70	76	101	66
72	O=C(O)c1ccc2c(c1)C(=O)N(Cc1ccccc1)C2=O	100	101	106	110	98	100	74	106
73	COC(=O)C(Br)C(O)c1ccccc1 (stereo not given)	102	101	116	104	98	100	.	99
74	C#C[C@]1(O)CC[C@H]2[C@@H]3CC=C4c5sc(-c6ccc(O)cc6)nc5CC[C@]4(C)[C@H]3CC[C@@]21C	104	102	103	103	96	100	104	106
75	COc1ccc(C(C#N)=C2C=CC(=NO)C=C2)cc1	79	89	.	106	66	80	58	23
76	Cc1ccc(S(=O)(=O)Oc2ccc3oc(=O)c4c(c3c2)CCCCC4)cc1	88	93	110	103	85	79	103	93
77	O=C(O)CNC(=O)Nc1ccccc1Cl	96	101	115	112	113	112	101	110
78	CS(=O)(=O)Oc1ccc(Cl)cc1	108	111	108	109	100	108	99	102
79	CCOC(=O)C(CCc1ccccc1)C(C)=O (stereo not given)	95	106&104	101&109	104&113	88&98	99&103	100&121	99&115
80	C[C@H](c1nc2ncccc2[nH]1)C1CCC2C3CCC4=CC(=O)CC[C@]4(C)C3CC[C@@]21C (stereo not given in full)	99	88	105	106	68	85	94	94
81	N#Cc1c(-c2ccccc2)cc(-c2ccccc2)n(Cc2ccc(C(=O)Nc3ccccc3N)cc2)c1=O	83	101	90	89	71	80	92	95
82	NC1=NC(/C=C/c2ccccc2)n2c(nc3ccccc32)N1 (stereo not given)	96	104	108	103	96	93	96	109
83	CN(C)/C=N/C1=NNC(C)(c2ccccc2O)N1C(Cc1c[nH]c2ccccc12)C(=O)O (stereo not given)	84	69	91	104	83	91	71	103
84	CN(C)CC(O)COc1ccc(S(=O)(=O)c2ccc(OCC(O)CN(C)C)c(Cl)c2)cc1Cl (stereo not given)	87	94	108	97	94	98	101	97
85	Cc1cccc2c(=O)n3c(cc12)-c1[nH]c2ccccc2c1CC3	106	86	110	95	102	48	103	91
86	CC1(C)CC[C@]2(C(=O)N3CCOCC3)CC[C@]3(C)C(=CC[C@@H]4[C@@]5(C)CC[C@H](OC(=O)c6cccnc6)C(C)(C)[C@@H]5CC[C@]43C)[C@@H]2C1	73	47	84	66	36	54	65	70
87	Nc1c(C(=O)Nc2cccc3c2OCCO3)sc2nc3c(cc12)CN(Cc1ccccc1)CC3	55	79	56	75	49	61	83	6.5*
